Screening data: PubChem BioAssay, several laboratories
AID2073 – inhibitors of Mint1-CaV2.2 protein interaction, biochemical, HTRF (AID 2073); inhibition, % at 20 µM, or IC50 in µM where a hit was titrated; HTRF protein-protein interaction, Mint1-CaV2.2; higher % means a stronger effect; hit rate 0.19% among 290,000; in the data active = inhibition mostly above about 51%, no sharp cut-off; also: some results filed as inactive read as strong as hits
GPR35 antagonists – inhibition of zaprinast-stimulated GPR35 beta-arrestin translocation – imaging, U2OS, beta-arrestin-GFP, zaprinast agonist, primary screen (AID 2058). hit rate 0.052% among 290,000. U2OS GPR35 beta-arrestin-GFP translocation imaging, zaprinast antagonism; higher % means a stronger effect. inhibition, % at 10 µM; hits with a dose series show IC50 in µM;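 active = inhibition of at least 50% with at least 30 cells and total cytoplasm GFP at most 10,000,000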
RSV antiviral HEp-2 – RSV antiviral activity via CPE protection, HEp-2 cells, primary 10 µM value included (AID 2391). CPE inhibition, % at 10 µM; hits with a dose series show IC50 in µM. HEp-2 cells, RSV-induced CPE inhibition; higher % means a stronger effect. hit rate 0.13% among 310,000; in the data active = a potency from the dose series; also: strong numbers were not always called active
NTR1 ag – agonists of NTR1, primary screen, imaging, U2OS cells, beta-arrestin-GFP, high content (AID 493036); P30989; NTR1-U2OS beta-arrestin-GFP spot imaging, agonist mode; activation, % at 20 µM; hit rate 0.17% among 330,000;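 active = activation at or above 40% of the spot to cytoplasm intensity ratio, with at least 20 cells analyzed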;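 also: 0% = DMSO without peptide and 100% = 100 nM NTR1 peptide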
Target sequence (P30989 whole entry, looked up): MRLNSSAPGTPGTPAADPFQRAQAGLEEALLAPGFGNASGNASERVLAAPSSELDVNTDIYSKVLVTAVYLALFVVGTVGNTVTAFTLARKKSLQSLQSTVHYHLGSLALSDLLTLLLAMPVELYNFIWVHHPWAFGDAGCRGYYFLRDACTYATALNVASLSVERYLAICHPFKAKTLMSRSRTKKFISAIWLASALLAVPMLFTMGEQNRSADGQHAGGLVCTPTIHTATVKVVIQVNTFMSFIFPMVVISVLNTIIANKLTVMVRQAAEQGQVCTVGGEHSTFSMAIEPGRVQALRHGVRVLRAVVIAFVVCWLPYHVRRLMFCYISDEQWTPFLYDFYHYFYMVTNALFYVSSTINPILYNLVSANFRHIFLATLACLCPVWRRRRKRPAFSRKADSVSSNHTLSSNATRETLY
NS5 inhibitors – flavivirus cap methylation enzyme inhibition – biochemical, confirmation dose response, primary screen (AID 588689). Dengue-2 NS5 methyltransferase capping enzyme assay, biochemical; higher % means a stronger effect. one-dose inhibition, % at 25 µM; IC50 in µM for titrated hits. hit rate 0.3% among 340,000; in the data active = a potency from the dose series
WT yeast gro inh – growth inhibition of WT yeast, mitochondrial fusion screen. mitochondrial fusion phenotypic screen, WT strain. inhibition, % at 10 µM. hit rate 2.1% among 190,000; in the data active = inhibition above about 58%; tested in S. cerevisiae
Autophagy HCS – autophagy modulation, high-content screen. MEF GFP-LC3 puncta imaging; test concentration mostly 10 µM. calls only at 10 µM (by protocol). hit rate 0.98% among 190,000. AID 463193;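 active = percentage of spot-positive cells more than 3 SD above its plate mean, without a fluorescence outlier flag or 80% toxicity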;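 also: spot-positive cell cutoff set from DMSO-treated cells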
LYP inhibition – PTPN22 lymphoid phosphatase activity blockers – biochemical, fluorescence intensity, uHTS (AID 1779); recombinant LYP phosphatase, fluorescence intensity; higher % means a stronger effect; inhibition, % at 11.5 µM, or IC50 in µM where a hit was titrated; hit rate 0.054% among 290,000; in the data active = inhibition above about 50%;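 also: plate controls were vehicle with enzyme for no effect and no enzyme for full effect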
K1F lysis inhibition – protection from phage-mediated lysis, alamar blue read-out – E. coli UTI89, K1F phage, bacterial capsule biogenesis inhibitors (AID 488966) | E. coli UTI89 K1F phage lysis, alamar blue, 2 h; higher % means a stronger effect | hit rate 0.02% among 340,000 | inhibition, % at 100 µM; hits with a dose series show IC50 in µM;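 active = phage lysis inhibition, versus mean bacterial control, above a set limit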;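 also: capsule biogenesis inhibitors block K1F phage lysis so surviving cells raise fluorescence; higher fluorescence means more inhibition of phage lysis; actives were called in the ten point dose series up to 300 µM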
WT yeast gro inh mutant strain – also measured in WT yeast gro inh; calls as there; inhibition, %; mitochondrial fusion phenotypic screen, mutant strain inhibition
Autophagy HCS cell loss 18 h – recorded beside Autophagy HCS, whose call it bears; toxicity, %; measured here: cell loss, nuclei count;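 cell loss after 18 h compound exposure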
NTR1 ag cell count 20 µM – second read-out of NTR1 ag, no call of its own (marks repeat the call); cell count; measured here: cell count, cytotoxicity flag
NS5 inhibitors pilot replicate – further read-out of NS5 inhibitors, marked with its call; inhibition, %; measured here: pilot screen replicate inhibition
Numbers without * were called inactive; i = inactive; · = not tested or not shown; [ ] = dose if it differs, or a comment. The order is random, and some 2.6% of all compounds hit somewhere here.

SMILES	AID2073	GPR35 antagonists	RSV antiviral HEp-2	NTR1 ag	NTR1 ag cell count 20 µM	NS5 inhibitors	WT yeast gro inh	WT yeast gro inh mutant strain	Autophagy HCS	Autophagy HCS cell loss 18 h	LYP inhibition	K1F lysis inhibition	others
O=C(COc1ccc(F)cc1Cl)Nc1ccc(N2CCOCC2)cc1N1CCOCC1	·	·	-1.1%	-0.4	56	-4%	·	·	·	·	·	0.2%[50 µM]
Cc1ccc(COCC(CC(C)C)N2CCN(C(=O)c3cccc(C(F)(F)F)c3)CCC2=O)cc1 (centres undefined)	-10%	-12%	5.2%	7.2	60	-3%	18	-15	i	11	4%	-0.8%
Cc1cccc(CNCc2ccccc2)c1	-7%	2%	1.1%	1.2	53	-5%	-8	-8	i	-22	-11%	5.2%
COc1ccccc1C(=O)NC(=S)Nc1cccnc1Cl	-13%	1%	4.7%	0.9	53	-5%	·	·	·	·	-4%	0.0%
O=C(Cc1c(F)cccc1Cl)Nc1ccc(S(=O)(=O)NCC2CCCO2)cc1 (centres undefined)	11%	-5%	1.9%	-0.7	73	·	16	2	i	6	0%	0.1%
O=C(O)CC1(CC(=O)Nc2ccc3ccccc3c2)CCCCC1	1%	15%	0.0%	-4.3	83	-4%	7	17	i	-12	-2%	1.0%
CNC(=S)NNC(=O)c1ccc(=O)n(Cc2cccc(C(F)(F)F)c2)c1	-16%	12%	-0.7%	0.0	42	·	-10	-1	i	-14	-9%	·
Cc1ccc(CNS(=O)(=O)c2ccccc2[N+](=O)[O-])cc1	6%	-1%	0.6%	-0.3	34	-5%	-7	-2	i	-4	-9%	-0.1%
Cc1nn(Cc2c(F)cccc2Cl)c(C)c1NC(=O)C1CC1	2%	4%	0.3%	0.1	53	-2%	2	-16	i	-2	-7%	0.8%[50 µM]
CC(C)N(Cc1ccccc1)C(=O)COC(=O)c1cnccn1	7%	-2%	0.2%	0.8	59	-4%	-9	-5	i	33	2%	0.2%
Cc1cc(NC(=O)CSc2ccc3nnc(-c4ccc(Cl)cc4)n3n2)no1	43%	5%	-0.3%	0.0	67	2%	2	2	i	-12	-6%	-1.3%
CCOc1ccc(C2C(C(=O)c3ccc(C)o3)=C(O)C(=O)N2CCCN(CC)CC)cc1 (centres undefined)	-5%	-6%	6.8%	-0.6	59	-10%	·	·	·	·	0%	0.1%
COc1ccc(C2=NS(=O)(=O)N(C)C(C(=O)N(C)Cc3ccccc3)=C2)cc1OC	13%	-5%	0.5%	0.3	60	2%	·	·	·	·	-8%	3.7%
Cc1nc(C)c(C(=O)Nc2cccc(C)c2C)s1	9%	-2%	0.1%	-1.0	91	-1%	·	·	·	·	-8%	0.1%
CC1CN(C(=O)/C=C/c2cccc([N+](=O)[O-])c2)CC(C)O1 (centres undefined)	·	·	0.4%	-0.7	65	-2%	·	·	i	-10	·	0.3%
CCN(CC)CCCNC(=S)N(CCO)Cc1cc2cc3c(cc2[nH]c1=O)OCO3	4%	15%	-0.5%	-1.0	50	-14%	·	·	·	·	-8%	0.3%
COc1cc(/C=N\NC(=O)OC(C)(C)C)ccc1OC(=O)c1ccco1	0%	0%	1.1%	3.2	39	·	-3	-13	i	2	-4%	·
COc1ccc(CN(C)C(=O)CNC(=O)c2cccs2)c(OC)c1	·	·	1.8%	1.4	34	-5%	·	·	·	·	·	0.7%[50 µM]
Cc1ccc(CC2CC(=O)N(C(Cc3ccccc3)C(=O)O)C2=O)cc1 (centres undefined)	-7%	-1%	1.7%	0.5	82	·	-5	17	i	1	-6%	0.4%
COc1cc(OC)cc(C(=O)NC(=S)Nc2ccc3oc(=O)ccc3c2)c1	15%	-2%	8.6%	6.8	60	8%	·	·	·	·	-8%	1.3%
O=C(O)CCn1c(=O)[nH]c(=O)n(CCC(=O)O)c1=O	-3%	-2%	0.0%	1.6	60	4%	-2	11	i	31	-6%	0.1%
Cc1cc(C(=O)N2CCN(Cc3ccc4c(c3)OCO4)CC2)on1	5%	-2%	0.5%	-2.4	47	-7%	7	6	i	-10	0%	0.1%
COC(=O)[C@]1(C)CCC[C@@]2(C)C3CC[C@@]4(C)C[C@]3(CC[C@H]12)C[C@H]4O (some centres undefined)	11%	-10%	10%	7.3	85	3%	·	·	·	·	0%	-0.2%
CC1CCN(c2nnc(-c3ccccc3)c3ccccc23)CC1	3%	-6%	1.9%	3.8	34	-6%	40	22	i	-1	-1%	1.2%
O=C(CSc1ncnc2nc[nH]c12)N1CCN(c2ccc(Cl)cc2)CC1	-2%	14%	3.3%	0.7	85	-1%	4	-27	i	12	-2%	-0.1%	NS5 inhibitors pilot replicate=-1.8

An excerpt from above in order of length of the SMILES, smallest number first.
SMILES	AID2073	GPR35 antagonists	RSV antiviral HEp-2	NTR1 ag	NTR1 ag cell count 20 µM	NS5 inhibitors	WT yeast gro inh	WT yeast gro inh mutant strain	Autophagy HCS	Autophagy HCS cell loss 18 h	LYP inhibition	K1F lysis inhibition	others
Cc1nc(C)c(C(=O)Nc2cccc(C)c2C)s1	9%	-2%	0.1%	-1.0	91	-1%	·	·	·	·	-8%	0.1%
COc1ccccc1C(=O)NC(=S)Nc1cccnc1Cl	-13%	1%	4.7%	0.9	53	-5%	·	·	·	·	-4%	0.0%
CC(C)N(Cc1ccccc1)C(=O)COC(=O)c1cnccn1	7%	-2%	0.2%	0.8	59	-4%	-9	-5	i	33	2%	0.2%
Cc1nn(Cc2c(F)cccc2Cl)c(C)c1NC(=O)C1CC1	2%	4%	0.3%	0.1	53	-2%	2	-16	i	-2	-7%	0.8%[50 µM]
COc1ccc(CN(C)C(=O)CNC(=O)c2cccs2)c(OC)c1	·	·	1.8%	1.4	34	-5%	·	·	·	·	·	0.7%[50 µM]
Cc1cc(C(=O)N2CCN(Cc3ccc4c(c3)OCO4)CC2)on1	5%	-2%	0.5%	-2.4	47	-7%	7	6	i	-10	0%	0.1%
Cc1ccc(CNS(=O)(=O)c2ccccc2[N+](=O)[O-])cc1	6%	-1%	0.6%	-0.3	34	-5%	-7	-2	i	-4	-9%	-0.1%
COc1cc(/C=N\NC(=O)OC(C)(C)C)ccc1OC(=O)c1ccco1	0%	0%	1.1%	3.2	39	·	-3	-13	i	2	-4%	·
CC1CN(C(=O)/C=C/c2cccc([N+](=O)[O-])c2)CC(C)O1 (centres undefined)	·	·	0.4%	-0.7	65	-2%	·	·	i	-10	·	0.3%
CNC(=S)NNC(=O)c1ccc(=O)n(Cc2cccc(C(F)(F)F)c2)c1	-16%	12%	-0.7%	0.0	42	·	-10	-1	i	-14	-9%	·
CCN(CC)CCCNC(=S)N(CCO)Cc1cc2cc3c(cc2[nH]c1=O)OCO3	4%	15%	-0.5%	-1.0	50	-14%	·	·	·	·	-8%	0.3%
COc1ccc(C2=NS(=O)(=O)N(C)C(C(=O)N(C)Cc3ccccc3)=C2)cc1OC	13%	-5%	0.5%	0.3	60	2%	·	·	·	·	-8%	3.7%
Cc1ccc(COCC(CC(C)C)N2CCN(C(=O)c3cccc(C(F)(F)F)c3)CCC2=O)cc1 (centres undefined)	-10%	-12%	5.2%	7.2	60	-3%	18	-15	i	11	4%	-0.8%
COC(=O)[C@]1(C)CCC[C@@]2(C)C3CC[C@@]4(C)C[C@]3(CC[C@H]12)C[C@H]4O (some centres undefined)	11%	-10%	10%	7.3	85	3%	·	·	·	·	0%	-0.2%

Molecules from the list above with a CF3 group, in the order listed:
SMILES	AID2073	GPR35 antagonists	RSV antiviral HEp-2	NTR1 ag	NTR1 ag cell count 20 µM	NS5 inhibitors	WT yeast gro inh	WT yeast gro inh mutant strain	Autophagy HCS	Autophagy HCS cell loss 18 h	LYP inhibition	K1F lysis inhibition	others
Cc1ccc(COCC(CC(C)C)N2CCN(C(=O)c3cccc(C(F)(F)F)c3)CCC2=O)cc1 (centres undefined)	-10%	-12%	5.2%	7.2	60	-3%	18	-15	i	11	4%	-0.8%
CNC(=S)NNC(=O)c1ccc(=O)n(Cc2cccc(C(F)(F)F)c2)c1	-16%	12%	-0.7%	0.0	42	·	-10	-1	i	-14	-9%	·

Continued.
SMILES	AID2073	GPR35 antagonists	RSV antiviral HEp-2	NTR1 ag	NTR1 ag cell count 20 µM	NS5 inhibitors	WT yeast gro inh	WT yeast gro inh mutant strain	Autophagy HCS	Autophagy HCS cell loss 18 h	LYP inhibition	K1F lysis inhibition	others
Cc1cs/c(=N\N=C\c2ccccc2)n1Cc1ccco1	-3%	-1%	1.8%	·	·	-4%	34	33	i	6	-4%	5.1%
COCCCn1cnc2oc3nc4ccccc4nc3c2c1=O	6%	2%	-0.2%	-0.8	43	-3%	6	0	i	-61	-12%	-0.1%
Cc1ccccc1C(=O)Nc1sc(C)c(C)c1C(=O)c1ccccc1	-35%	14%	8.6%	5.3	89	-5%	22	39	i	-16	5%	0.2%
COc1ccccc1CN(C)C(=O)c1cc(-c2cc(OC)c(OC)c(OC)c2)nc2ccccc12	10%	-13%	7.3%	10	48	3%	·	·	·	·	0%	0.2%
CCN1C(C)=C(C)S/C1=C1\SC(=S)N(N)C1=O	5%	5%	2.8%	-1.7	34	-8%	-10	-11	i	1	-5%	-0.3%
COc1ccc(C2=NN(c3nc(C(=O)O)cs3)C(O)(C(F)(F)F)C2)c(OC)c1 (centres undefined)	28%	5%	0.2%	-0.1	34	-10%	4	4	i	-3	-2%	-1.4%
Cc1ccc(OCC(O)CNS(=O)(=O)c2ccccc2C(=O)N2CCCCC2)cc1 (centres undefined)	5%	6%	-2.3%	-0.6	77	-1%	11	11	i	-20	-7%	0.1%
CCOC(=O)N1CCN(CCC(=O)Nc2ccc(OC)cc2)CC1	6%	-10%	2.0%	-2.0	87	-7%	-4	10	i	0	2%	-0.2%
O=C(NCCc1ccccc1)C1CCCN1C(=O)Nc1cccc(Cl)c1 (centres undefined)	-4%	1%	1.8%	-0.5	57	-6%	·	·	·	·	-5%	0.2%
CCC1(C)CC(CCN(Cc2ccco2)C(C)=O)(c2ccccc2)CCO1 (centres undefined)	-3%	9%	-0.8%	-0.3	87	-4%	-6	-3	i	-4	0%	-0.1%
CNC(=S)NNC(=O)c1sc2cc(C(F)(F)F)cnc2c1-c1cccnc1	-7%	11%	-0.4%	-0.1	39	-1%	-5	3	i	10	0%	-1.3%
O=C1OC(CCl)CN1Cc1c(Cl)cccc1Cl (centres undefined)	·	·	3.8%	-0.3	64	5%	·	·	·	·	·	0.4%
CC(=O)COc1ccc2oc(=O)cc(-c3cc4ccccc4o3)c2c1	24%	-15%	13%	5.3	63	2%	·	·	·	·	6%	0.0%
Cc1ccccc1-n1nc2c(c1NC(=O)C(C)(C)C)CS(=O)(=O)C2	-2%	1%	0.9%	-0.2	106	-8%	·	·	·	·	-7%	0.1%
